DAX1 inh-1: DAX1 (NR0B1) inhibitors on StAR promoter, primary screen, cell-based, luminescence, SF-1 (NR5A1), full-length DAX-1; HEK293T StAR-luciferase reporter, SF-1/DAX-1 repression relief; inhibition, % at 6.8 µM; 1.1% of 370,000 active; AID 652010, 2013;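 active = inhibition above the mean over all tested compounds plus 3 SD, cut at about 3.6% in these data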;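 also: 0% = DAX-1 cells with DMSO and 100% = cells lacking DAX-1 with DMSO; higher inhibition means more luminescence from relief of DAX-1 repression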
DAX1 inh-2: DAX1 (NR0B1) inhibitors, primary screen, cell-based, HEK293, Gal4-DAX1, luciferase luminescence | Nuclear receptor subfamily 0 group B member 1 (Homo sapiens), P51843 | HEK293 Gal4-DAX1 luciferase reporter | inhibition, % at 6.75 µM | 0.99% of 340,000 active | AID 504766, 2011;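 active = inhibition above the mean over all tested compounds plus 3 SD, cut at about 4.2% in these data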;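 also: 0% = DAX1-transfected cells with DMSO and 100% = empty-vector control cells with DMSO; inhibition shows as a rise in luminescence from relieved DAX1 repression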
Target sequence (P51843 207-470 limits assumed): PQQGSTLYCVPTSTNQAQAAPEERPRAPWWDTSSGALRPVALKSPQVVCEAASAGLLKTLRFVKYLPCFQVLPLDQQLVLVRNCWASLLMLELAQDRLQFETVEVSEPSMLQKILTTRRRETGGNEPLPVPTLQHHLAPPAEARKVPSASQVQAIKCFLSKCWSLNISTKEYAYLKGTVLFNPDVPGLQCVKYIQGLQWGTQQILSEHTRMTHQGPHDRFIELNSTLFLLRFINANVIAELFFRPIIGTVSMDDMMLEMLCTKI
PG9 Ab binder: binders of HIV-1 gp120 antibody PG9, primary screen, biochemical, TR-FRET | HIV-1 gp120 / PG9 antibody interaction | TR-FRET gp120-PG9 antibody binding | inhibition, % at 6.7 µM | 0.43% of 360,000 active; in the data active = inhibition above about 8.5%
ADAM17 inh: ADAM17 inhibitors, primary screen, biochemical, QFRET; Disintegrin and metalloproteinase domain-containing protein 17 (Homo sapiens), P78536; recombinant ADAM17, EDANS/DABCYL FRET peptide cleavage; inhibition, % at 6.95 µM; 0.83% of 370,000 active;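 active = inhibition above the mean of compounds lying between control limits plus 3 SD, set per campaign, cut at about 8.5% in these data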;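 also: 0% = DMSO-only wells as the low control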
GC-A act: GC-A stimulated cGMP production enhancers – HEK293 GC-A cells, cGMP TR-FRET, EC30 ANP, primary screen; Atrial natriuretic peptide receptor 1 (Homo sapiens), P16066; 0% at EC30 ANP, 100% saturating ANP; activation, % at 10 µM; 0.14% of 370,000 active; in the data active = activation above about 40%
ssDAF12 agonist: S. stercoralis DAF-12 nuclear receptor activators, primary screen, cell-based, luminescence, HEK293, GRIP1 co-expression, lit1-tk-luc | Nuclear hormone receptor DAF-12 (Strongyloides stercoralis) | activation, % at 6.8 µM | HEK293 ssDAF-12/GRIP1 lit1-tk-luc reporter; % of 3 µM dafachronic acid response | 1% of 370,000 active;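 active = activation above the mean over all tested compounds plus 3 SD, cut at about 0.9% in these data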;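 also: 0% = DMSO-only wells and 100% = 3 µM delta7-dafachronic acid wells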
FXN GAA850 act: FXN promoter activators, primary screen, cell-based, luciferase luminescence, HEK293 lucGAA850. 0.56% of 360,000 active. activation, % at 6 µM. HEK293 lucGAA850 FXN promoter luciferase reporter, 24 h; percent of 10 µM SAHA response;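 active = activation above the average of all compounds screened plus 3 SD, cutoff fixed separately per campaign, cut at about 7.5% in these data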;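 also: 0% = DMSO wells and 100% = 10 µM SAHA wells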
hcDAF-12 act: H. contortus DAF-12 nuclear receptor activators, primary screen, cell-based, luminescence, HEK293, lit1-tk-luc reporter. activation, % at 6.8 µM. HEK293 hcDAF-12 lit1-tk-luc reporter; 0% DMSO, 100% Δ7-dafachronic acid. AID 652067, 2013. 1.4% of 370,000 active;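 active = activation above the mean of all tested compounds plus 3 SD, cut at about 5.5% in these data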;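 also: 100% = response to 3 µM Δ7-dafachronic acid high control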
hgDAF-12 ag: H. glycines DAF-12 receptor agonists, primary screen, cell-based, luminescence, HEK293, GAL4 fusion, UAS-luciferase | Nuclear hormone receptor DAF-12 (Heterodera glycines), GAL4 fusion | HEK293 GAL4-hgDAF12 UAS-luciferase reporter, agonist luminescence; normalized to butyrate control | activation, % at 6.8 µM | 1.8% of 370,000 active | AID 687014, 2013;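 active = activation above a cutoff set at the mean of all screened compounds plus 3 SD, cut at about 10% in these data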;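 also: 0% = DMSO wells and 100% = sodium butyrate wells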
SMARCA2 act: SMARCA2 (BRM) function activators, primary screen, cell-based, luminescence, high throughput | activation, % at 9.1 µM | AID 652017, 2013 | 1% of 370,000 active | MG213 cells, MMTV-luciferase reporter, dexamethasone, overnight; in the data active = activation above about 7.8%;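 also: 0% = vehicle wells and 100% = reference activator wells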
ADAM10 inh: human ADAM10 inhibitors, primary screen, biochemical, QFRET, HTS; 0.62% of 370,000 active; inhibition, % at 7 µM; Disintegrin and metalloproteinase domain-containing protein 10 (Homo sapiens), O14672; recombinant ADAM10, EDANS/DABCYL FRET peptide cleavage, 3 h;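 active = inhibition above a per-campaign cutoff equal to the mean of compounds falling between control-based bounds plus 3 SD, cut at about 20% in these data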;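 also: 0% = DMSO wells while the 100% control is not disclosed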
Target sequence (O14672 214-748 limits assumed): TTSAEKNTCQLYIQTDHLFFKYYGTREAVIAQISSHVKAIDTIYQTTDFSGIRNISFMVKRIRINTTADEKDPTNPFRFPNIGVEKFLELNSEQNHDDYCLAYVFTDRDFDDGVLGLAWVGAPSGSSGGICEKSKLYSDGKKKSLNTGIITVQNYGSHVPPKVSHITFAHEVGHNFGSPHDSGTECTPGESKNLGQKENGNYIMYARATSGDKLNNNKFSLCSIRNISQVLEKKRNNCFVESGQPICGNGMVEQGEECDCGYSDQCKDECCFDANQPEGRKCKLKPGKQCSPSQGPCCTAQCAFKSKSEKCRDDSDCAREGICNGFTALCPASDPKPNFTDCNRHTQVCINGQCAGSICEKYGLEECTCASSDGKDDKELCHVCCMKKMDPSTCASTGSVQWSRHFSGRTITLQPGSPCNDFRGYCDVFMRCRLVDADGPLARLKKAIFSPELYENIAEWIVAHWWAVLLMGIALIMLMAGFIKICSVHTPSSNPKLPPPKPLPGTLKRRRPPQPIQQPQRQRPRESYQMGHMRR
The depositor's hits bear a star; nt = not tested or not shown; & = joins results of further samples.

SMILES	DAX1 inh-1	DAX1 inh-2	PG9 Ab binder	ADAM17 inh	GC-A act	ssDAF12 agonist	FXN GAA850 act	hcDAF-12 act	hgDAF-12 ag	SMARCA2 act	ADAM10 inh
CCC(C)NC(=O)CNC(=O)c1nn(-c2ccc(OC)cc2OC)c(=O)c2ccccc12 (stereo not given)	0.5	-0.8	-1.6	-1	-2	-0.4	-1.3	3.4	-0.6	-2	2
CCOC(=O)C1CCN(C(=O)CCNS(=O)(=O)c2ccc3c(c2)CCN3C(=O)CC)CC1	-0.3	1.5	-1.7	-1	4	-0.5	-0.2	-1.4	0.7	0	7
CCOC(=O)c1nn(-c2ccccc2C)c(=O)cc1OCC(=O)Nc1cccc(OC)c1	0.3	0.4	1.7	-5	-5	-1.2	-1.0	0.8	-2.0	-1	-7
COc1ccc(-c2ccc3oc(-c4ccc(OC)cc4)c(-c4ccc(OC)cc4)c3c2)cc1	0.1	-0.4	1.6	-5	3	-1.2	-0.9	-1.4	1.6	-1	-2
COCCN1Cc2cccc(C(=O)NC(C)c3cccs3)c2C1=O (stereo not given)	-1.2	-1.9	1.6	-6	7	-0.9	0.8	-0.2	-2.2	-4	-4
CC(OC(=O)c1cc(S(=O)(=O)N2CCOCC2)ccc1F)C(=O)NCC1CCCCC1 (stereo not given)	-0.7	1.1	0.0	-1	0	-2.0	-0.5	-1.1	1.2	-3	3
Cn1ccnc1SCC(=O)Nc1ccccc1	0.3	0.1	-0.7	3	-1	-1.1	-0.3	-0.6	-0.2	3	3
Cc1ccc(C(=O)c2ncc[nH]2)cc1	1.9	2.5	-0.3	2	-1	-1.0	2.2	2.1	5.6	3	4
O=C(NCc1ccco1)c1ccc(COc2ccc(Cl)cc2)cc1	-1.3	-1.7	-1.8	2	20	-1.9	1.4	-1.4	-0.2	-6	11
O=C(CC1SC(=O)N(c2ccccc2)C1=O)Nc1cccc2ccccc12 (stereo not given)	-0.1	0.9	-2.0	-1	7	-1.4	1.8	2.3	1.9	1	3
Cc1ccc([N+](=O)[O-])cc1NC(=O)CCSc1ccc(Cl)cc1	0.5	0.9	0.2	7	-2	-1.7	0.4	-0.6	-1.5	-1	20
Cc1ccc(C)c(CN2CCSCC2)c1	-0.4	0.1	0.4	-1	-2	-0.9	0.5	-0.7	-1.6	-4	-3
CNC(=O)/C(C#N)=C1\SC(Cc2ccc(F)cc2)C(=O)N1c1ccccc1C (stereo not given)	0.1	-0.9	-0.7	-3	-13	-0.7	-1.1	0.3	0.8	-3	9
O=C(NCCCc1ccccc1)C1CCN(c2nnc(-n3cccc3)s2)CC1	0.5	-0.1	1.4	-1	1	-1.3	0.6	-1.0	8.8	-1	-11
Cc1cc(C)cc(NC(=O)c2ccc(CNc3c(N4CCOCC4)c(=O)c3=O)cc2)c1	-1.8	-0.5	-0.6	-5	-4	-1.5	1.7	0.5	2.7	-2	-8
CCOC(=O)c1cc(-c2ccccc2C)nn1Cc1cc(CC)no1	-0.1	1.0	1.5	1	4	-1.1	2.1	0.2	5.7	3	10
CCNC(=O)NC1(C(=O)Nc2ccc3c(c2)CCC3)CCCCC1	-0.2	0.5	0.0	8	0	-1.0	3.0	2.0	2.9	-5	8
Cc1cncc(N2CCN(c3ccccn3)CC2)n1	-0.6	nt	-0.9	-3	-7	-1.6	-0.4	0.3	1.4	0	-13
Cc1cc(C)c(C#N)c(SCc2cc3c(cc2Cl)OCO3)n1	-0.1	0.5	-1.6	2	2	-1.4	1.6	3.6	-0.3	13*	-1
CCN(CC)c1ccc(NC(=O)CSc2ccsc2[N+](=O)[O-])c(C)c1	-1.5	0.2	-1.7	1	-3	-1.4	-1.9	-2.9	-4.7	-1	1
COC(=O)[C@]12C[C@H](CC(=O)NCc3ccccc3)C(=O)N(Cc3ccco3)C1=C[C@H](C(C)(C)C)O[C@@H]2C	-0.3	nt	nt	3	-27	-1.4	nt	-0.8	0.6	0	2
CC(C)c1nc(CN2CCCCC2)cc(=O)[nH]1	0.7	nt	-2.3	0	-1	-0.3	1.1	-1.3	-1.3	-3	4
COc1cc(C)ccc1S(=O)(=O)NC(=O)C1(C)CCN1C(=O)c1ccc(C2CCCCC2)cc1 (stereo not given)	0.5	nt	-0.6	0	-1	-1.6	2.8	-1.1	-1.3	-1	0
O=c1c2c3c(sc2nc2n1N=C(c1cccs1)CS2)CCCC3	1.1	1.7	0.2	-1	-3	-0.5	9.6*	1.4	6.6	3	-1
NC(=O)c1nnsc1-c1ccco1	0.1	-0.3	-3.7	-2	4	-1.0	0.6	0.1	-1.8	-1	-2
COc1cccc(CC(=O)OCC(=O)NNC(=O)c2ccc(Br)cc2)c1	-1.3	0.6	0.1	-4	-2	-0.8	-1.6	-0.1	5.0	-2	-4
CCC1(CCC(C)C)SC(N)=NC1=O (stereo not given)	-0.3	0.2	0.9	-1	-3	-1.0	-1.7	-0.8	-5.6	0	-11
Oc1ccccc1/C=N/N1CCCCC1	-0.4	0.8	-0.8	0	4	-1.7	1.0	-2.0	-1.9	-1	3
COC(=O)N/N=C/C1=CCC2CC1C2(C)C (stereo not given)	0.2	-0.7	-0.1	-2	4	-1.5	1.7	0.0	-4.0	-1	-3
CCCOP(=O)(c1ccc(N(C)C)cc1)C(Nc1ccccc1)c1ccc(C)cc1 (stereo not given)	-0.1	3.5	-1.6	5	-13	-0.9	-1.2	-0.5	0.5	-4	9

Random excerpt: 2 entries already listed
SMILES	DAX1 inh-1	DAX1 inh-2	PG9 Ab binder	ADAM17 inh	GC-A act	ssDAF12 agonist	FXN GAA850 act	hcDAF-12 act	hgDAF-12 ag	SMARCA2 act	ADAM10 inh
Cc1cc(C)c(C#N)c(SCc2cc3c(cc2Cl)OCO3)n1	-0.1	0.5	-1.6	2	2	-1.4	1.6	3.6	-0.3	13*	-1
CCOC(=O)c1cc(-c2ccccc2C)nn1Cc1cc(CC)no1	-0.1	1.0	1.5	1	4	-1.1	2.1	0.2	5.7	3	10

Next section
SMILES	DAX1 inh-1	DAX1 inh-2	PG9 Ab binder	ADAM17 inh	GC-A act	ssDAF12 agonist	FXN GAA850 act	hcDAF-12 act	hgDAF-12 ag	SMARCA2 act	ADAM10 inh
COc1ccc(N/N=C2/CCCCC2=O)cc1	4.3*	0.0	-1.7	-4	-2	-0.4	1.6	-1.1	-0.5	3	-15
Cc1c(NC(=O)COc2ncnc3c(Cl)cc(Cl)cc23)c(=O)n(-c2ccccc2)n1C	-0.6	1.1	1.5	-7	-3	-0.7	0.5	-0.8	-0.9	0	4
COc1cc2c(cc1OC)CN(C1CC(=O)N(c3c(C)cccc3C)C1=O)CC2 (stereo not given)	0.8	-0.2	0.8	-6	1	-1.1	0.7	-0.1	-0.4	-3	-8
Cc1c(C)n(CC(O)CN2CCN(C)CC2)c2ccccc12 (stereo not given)	1.4	-0.1	-4.8	-2	-6	-1.4	1.5	0.1	-1.9	0	-8
O=C(NNC(=S)Nc1ccc(Br)cc1)c1ccccc1	2.5	1.8	-2.5	0	1	-0.8	5.2	1.3	4.9	5	14
COC(=O)[C@]12C[C@H](CC(=O)N3CCCC3)C(=O)N(Cc3ccccc3)C1=C[C@H](C(C)(C)C)O[C@@H]2C	0.9	nt	-0.6	-2	-6	-1.1	nt	-0.6	0.3	-4	-3
CC1=C(C(=O)OCc2ccccc2)C(c2ccccn2)c2c(n(C)c(=O)n(C)c2=O)N1 (stereo not given)	0.1&0.0	-1.2&-0.2	-2.2&0.0	-8&-5	0&-4	-1.2&-0.8	-2.2&-4.5	0.2&0.0	-2.3&-0.9	1&0	-19&-14
CCOC(=O)/C(C#N)=C/Nc1ccccc1OC(F)(F)F	-0.6	nt	1.0	2	-2	1.5*	1.2	-1.0	1.8	-1	4
Cn1cnnc1SCC(=O)Nc1sccc1C#N	0.5	0.8	0.9	-3	6	-1.7	2.6	-0.4	2.2	0	-2
COc1ccc(CSc2nc3ccccc3c(=O)n2CCCN2CCOCC2)cc1F	-0.6	0.1	-0.5	3	16	-1.4	0.2	-1.6	0.9	5	2
CCN(CC)C(=O)C1=C(C)N(CCCN2CCCC2=O)C(=O)C(CC(=O)NCCCN(C)C)C1 (stereo not given)	-1.5	0.2	-3.0	-7	-1	-1.2	1.5	-2.5	-1.0	-3	-13
CC(=O)c1ccc(N2CCC(c3cc(-c4ccc(Cl)cc4Cl)n[nH]3)CC2)c([N+](=O)[O-])c1	-1.9	-1.2	1.8	13*	0	-2.4	-2.4	-2.7	-4.9	-5	20*
CCOP(=O)(OCC)/C(C#N)=C/c1ccc([N+](=O)[O-])cc1	0.9	0.0	-3.3	-4	11	-1.3	-0.5	0.9	0.3	1	-8
CCc1nnc(NC(=O)CCC(=O)N2CCN(CCOc3ccc(C)cc3)CC2)s1	-2.0	-0.7	2.1	4	2	-1.5	-0.2	-2.6	-4.5	-5	8
COC(=O)C1=C2SCC(=O)N2C(N)=C(C#N)C1	0.2	0.2	-2.0	-2	2	-0.5	0.0	-0.4	0.4	-2	-3
CC(=O)c1c(C)[nH]c(C(=O)Nc2nc(-c3ccc(-c4ccccc4)cc3)cs2)c1C	0.7	1.4	-1.6	-2	0	-1.1	3.5	-3.3	0.0	0	-1
O=C(CCCCn1c(=O)[nH]c2ccccc2c1=O)N1CCN(c2ncccn2)CC1	0.5	-0.9	-0.7	-1	1	-1.3	-1.5	-0.1	0.4	-2	-12
COc1cccc(Nc2nc(C(N)CCc3ccccc3)cs2)n1 (stereo not given)	-0.4	nt	-3.6	-3	-12	-1.8	8.3*	0.3	-2.2	-3	-2
COc1ccccc1OCCNC(=O)C1CC(=O)N(c2cccc(SC)c2)C1 (stereo not given)	-0.5	-1.9	1.0	-1	-1	-0.9	0.9	-1.1	0.8	-1	-17
CCOc1ccc(NC(=O)C2CCN(S(=O)(=O)c3ccc4c(c3)N(C(C)=O)CCO4)CC2)cc1	-2.5	-0.2	-0.3	-4	-2	-1.5	0.6	-1.2	1.9	2	-1
O=C1CN(C(=O)CNCc2ccccc2)c2ccccc2N1	-0.1	-0.3	3.7	5	-1	-1.9	-0.5	-1.6	-1.5	-5	-4
COC(=O)c1cc(C(=O)c2cccc(Cl)c2Cl)cn1C	-1.1	-1.6	1.0	-3	5	-1.2	0.7	-1.0	-0.1	-6	-6
COC(=O)CN(c1cc(Cl)ccc1OC)S(=O)(=O)c1ccc(OC)c(OC)c1	-0.5	-1.7	1.7	0	-20	0.4	-1.5	-0.8	1.6	-1	4

Assay outcomes as filed in PubChem.
